Screening data deposited in PubChem by National Center for Advancing Translational Sciences (NCATS).
GAA glycogen mod = alters human alpha-glucosidase cleavage of glycogen; 300,000 compounds, 0.38% hits; P10253; recombinant GAA, glycogen substrate, Amplex Red glucose oxidase fluorescence; Potency, µM (highest dose often 76.4 µM), for the others: at the top dose activity change, negative = inhibition, most hits filed as inhibitors;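 further: 0% = full enzyme reaction and -100% = no-enzyme basal signal; the screen sought inhibitors and activators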
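Recombinant human alpha-glucosidase (4 nM final) hydrolysed bovine liver glycogen (30 ug) for 40 min at 37 C in pH 5.0 citrate/phosphate with 0.01% Tween-20. Released glucose detected by glucose oxidase/Amplex Red, Ex 573/Em 610 nm. Compounds up to 77 uM; AC50 from Hill fits.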
Tau fluor cs = counter-screen for tau fibril formation inhibitors. tau K18 P301L Alexa594 fluorescence, heparin fibrillization. Potency, µM (series often up to 57.7 µM), inactives show at the highest dose activity change, negative = decrease. 280,000 compounds, 0.93% hits; further: on the % scale 0 is the no-effect control and ±100 the full control effect; nearly all actives have a fitted effect of over 55% in size
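Human tau K18 P301L (15 uM unlabeled, 0.24 uM Alexa 594-labeled) in 100 mM sodium acetate pH 7 with 20 uM heparin, 6 hr at 37 C. ThT 30 uM added, 1 hr ambient; Alexa 594 FP and total fluorescence read at 555/632 nm.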
Epigenetic derep = derepresses silenced GFP reporter in murine cells. murine LDR cells, GFP reporter derepression, 30 h. Potency, µM (doses to about 53.9 µM), for inactives: at the top dose GFP activation, usual class: activators. 280,000 compounds, 0.2% hits; further: % of control where 0% means no effect; nearly all actives have a fitted effect of over 60% in size
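Readout is the number of GFP-expressing murine LDR cells, counted by cytometry following washing. Cells were treated with compound for 30 h at 37 C; the stably integrated CMV-GFP locus is normally silent.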
* = called active by the depositor; ? = inconclusive; [ ] = another dose, or the depositor's remark. The call rests on the fitted dose curve; in most records, active means well fitted curve in the direction sought with a large enough effect; inconclusive means small, poorly fitted or top-dose-only effect, or another doubt; inactive means no such curve, though single readings can be large; an effect the other way counts as inactive or inconclusive. Potency means the concentration at half of the fitted maximal effect.

SMILES	GAA glycogen mod	Tau fluor cs	Epigenetic derep
CCC(=O)N1CCc2cc(Br)cc(S(=O)(=O)CCC(=O)N3CCN(c4cccc(C(F)(F)F)c4)CC3)c21	-8.6%[76.3 µM]	-29.2%	3.0%
Cc1ccc2c(c1)CC(C)N2S(=O)(=O)c1nnc(NC(=O)CC(C)C)s1 (centres undefined)	-5.5%[76.3 µM]	?	4.2%
COc1ccc(NC(=O)Cc2csc(COc3cccc(C)c3)n2)c(OC)c1	-16.1%[76.3 µM]	-14.9%	1.6%
Clc1cccc(CSc2nncn3c2cc2sccc23)c1	-6.6%[76.3 µM]	?	5.0%
COc1ccc(C)cc1NC(=O)C(Cc1ccccc1)NS(=O)(=O)c1ccc(Br)s1 (centres undefined)	17.4%[76.3 µM]	-17.2%	-0.6%
CNC(=O)c1ccc(NC(=O)c2nsc3ccccc23)cc1	15.2%[76.3 µM]	-14.6%	-2.0%
COc1ccc(CCNC(=O)CCc2cn(Cc3ccc(C)cc3)c3ccccc23)cc1OC	4.1%[76.3 µM]	-15.7%	0.1%
COc1cccc(-n2cc(C(=O)Nc3ccccc3C(N)=O)c3ccccc3c2=O)c1	11.7%[76.3 µM]	-12.9%	0.0%
CCn1c(=O)c2cc(C(=O)NCCc3ccc(Cl)cc3)sc2c2ccccc21	17.4%[76.3 µM]	-13.3%	5.6%
COc1ccc2c(CNCc3ccco3)c(C(=O)O)n(Cc3ccccc3)c2c1	-3.3%[76.3 µM]	-6.7%	2.0%
COc1ccc(S(=O)(=O)NC2(C(F)(F)F)NC(=O)N(CCc3ccccc3)C2=O)cc1 (centres undefined)	3.6%	-9.5%	-1.2%
CCc1ccc(NC(=O)Cn2nnc(C(=O)NCCc3ccccc3)c2N)cc1	19.9%[76.3 µM]	-2.5%	-2.8%

The last three entries of the part above open the next one:
SMILES	GAA glycogen mod	Tau fluor cs	Epigenetic derep
COc1ccc2c(CNCc3ccco3)c(C(=O)O)n(Cc3ccccc3)c2c1	-3.3%[76.3 µM]	-6.7%	2.0%
COc1ccc(S(=O)(=O)NC2(C(F)(F)F)NC(=O)N(CCc3ccccc3)C2=O)cc1 (centres undefined)	3.6%	-9.5%	-1.2%
CCc1ccc(NC(=O)Cn2nnc(C(=O)NCCc3ccccc3)c2N)cc1	19.9%[76.3 µM]	-2.5%	-2.8%
CCN(C(=O)c1cc(S(=O)(=O)N2CCCC2)cn1C)c1ccc(OC)cc1	-1.6%[76.3 µM]	-1.2%	2.5%
Cc1ccc(-n2nc(CO)c(C(=O)NCc3ccccn3)n2)cc1	12.9%[76.3 µM]	-3.0%	-1.2%
CCn1c(C(=O)NCCc2ccc(OC)c(OC)c2)cc2sc(Cl)cc21	4.3%[76.3 µM]	?	-0.2%
CCN(CCCNC(=O)c1cc2c(=O)n(C)c3ccccc3c2s1)Cc1ccccc1	-4.5%[76.3 µM]	-16.3%	1.7%
CC(C)COc1ccc(C(=O)NCC2OCCc3ccccc32)cc1 (centres undefined)	10.7%[76.3 µM]	-14.0%	-0.8%
Cc1ccc(NC(=O)CN(C)S(=O)(=O)c2ccc3c(c2)n(C)c(=O)c(=O)n3C)cc1C	2.8%[76.3 µM]	-1.9%	-1.0%
O=S(=O)(c1ccc(C2CCCCC2)cc1)N1CCN(c2ccc(Cl)c(Cl)c2)CC1	-14.2%[76.3 µM]	2.4%	-1.1%
Cc1ccc(S(=O)(=O)c2nc(S(=O)(=O)c3ccc(C)cc3)c(NCCCOC(C)C)s2)cc1	-11.1%[76.3 µM]	-16.5%	-2.9%
Cc1ccc2cccc(NC(=O)c3cccc4ccccc34)c2n1	?	?	-0.2%
CC1=C(C(=O)Nc2ccc(C)cc2Cl)C2(CCCCC2)OC1=O	-8.1%[76.3 µM]	-10.3%	-1.1%
O=C(c1cccc(Cl)c1)n1nc(-c2cccnc2)nc1NCc1ccccc1	15.1%[76.3 µM]	-27.5%	-1.0%
COc1cccc(-n2ccn(CC(=O)c3ccc(F)cc3)c(=O)c2=O)c1	0.9%[76.3 µM]	-8.0%	2.8%

Arranged by count of non-hydrogen atoms (smallest number first): part of the list above
SMILES	GAA glycogen mod	Tau fluor cs	Epigenetic derep
CC(C)COc1ccc(C(=O)NCC2OCCc3ccccc32)cc1 (centres undefined)	10.7%[76.3 µM]	-14.0%	-0.8%
CCN(C(=O)c1cc(S(=O)(=O)N2CCCC2)cn1C)c1ccc(OC)cc1	-1.6%[76.3 µM]	-1.2%	2.5%
COc1ccc2c(CNCc3ccco3)c(C(=O)O)n(Cc3ccccc3)c2c1	-3.3%[76.3 µM]	-6.7%	2.0%

(list continues)
SMILES	GAA glycogen mod	Tau fluor cs	Epigenetic derep
Cc1ccc(NC(=O)CN2C(=O)C(c3ccccc3)=NC23CCCCC3)cc1C	-7.2%[76.3 µM]	-17.6%	-3.4%
Cc1ccc(CNC(=O)C(=O)NCC(c2cccnc2)N2CCN(c3ccc(F)cc3)CC2)cc1 (centres undefined)	15.9%[76.3 µM]	-11.8%	1.4%
CCCOc1ccc(C(=O)N(Cc2cccs2)c2ccc(C)cc2)cc1	-8.7%[76.3 µM]	-4.2%	0.0%
Cc1ccc(C(=O)COC(=O)CCC(=O)Nc2ccc(Oc3cc(C)ccc3C(C)C)cc2)cc1	-3.3%[76.3 µM]	-11.7%	1.7%
CCOc1ccc(N(C(=O)Cn2nnc3ccccc32)C(C(=O)NCc2ccccc2)c2ccc(OC)cc2)cc1 (centres undefined)	-7.9%[76.3 µM]	4.9%	7.4%
Cc1ccc(C)c(N2CCN(C(=O)Cn3cnc4sc(C)c(S(=O)(=O)N5CCN(c6ncccn6)CC5)c4c3=O)CC2)c1	8.5%[76.3 µM]	-19.0%	8.6%
COc1ccccc1CNC(=O)CCC(=O)N1CC(C)Sc2ccccc21 (centres undefined)	-12.3%[76.3 µM]	-3.6%	1.4%
Cc1ccc(-c2nnc(Nc3ccc(O)cc3)c3ccccc23)cc1S(=O)(=O)NCC1CCCO1 (centres undefined)	15.8µM*	?	-0.8%
COc1ccc(Cn2cc(S(=O)(=O)c3ccc(Cl)cc3)c(=O)c3cc4c(cc32)OCO4)cc1	4.0%[76.3 µM]	-10.8%	-1.7%
COc1ccc(NC(=O)c2c(NC(=O)COc3ccccc3)sc3c2CCCCC3)cc1	-2.2%[76.3 µM]	1.2%	-0.8%
Cc1coc2c1c(C)cc1oc(=O)cc(C)c12	16.5%[76.3 µM]	-10.2%	-1.0%
Cc1ccc(C)c(S(=O)(=O)c2nnn3c2nc(NCc2ccc4c(c2)OCO4)c2sccc23)c1	-9.8%[76.3 µM]	?	0.4%
CCOCCCNC(=O)c1cc2c(=O)n(C)c3ccccc3c2n1C	15.5%[76.3 µM]	-6.5%	-1.1%
COc1ccc(Br)c2c1-c1nc(NC(=O)c3ccc(F)cc3)sc1C2	?	-26.0%	13.0%
O=C(Nc1ccc(F)c(F)c1)C(c1ccccc1)N1Cc2ccccc2C1=O (centres undefined)	-3.9%[76.3 µM]	-25.1%	-1.2%
CCOC(=O)c1cc2c(=O)n3ccccc3nc2n(CC(C)C)c1=NC(=O)C(C)Oc1ccccc1 (centres undefined)	-16.9%[76.3 µM]	-11.3%	1.0%
COc1ccccc1-c1noc(CCCC(=O)Nc2cc(C)ccc2C)n1	11.7%[76.3 µM]	-16.2%	0.0%
CCc1cccc(C)c1NS(=O)(=O)c1ccc2c(c1)CC(C)N2C(=O)C1CC1 (centres undefined)	-5.4%[76.3 µM]	-12.8%	-2.4%
CCOCCCNC(=O)C(NC(=O)C1CCC(C)CC1)C(C)C (centres undefined)	-0.4%[76.3 µM]	-18.4%	1.3%
CCc1nnc(SCc2nc(-c3ccccc3F)oc2C)c2cc3sccc3n12	-7.2%[76.3 µM]	3.1%	0.6%
CCN(C(=O)c1cc2cc(Br)cc(OC)c2oc1=O)c1ccccc1	-14.9%[76.3 µM]	-18.9%	1.9%
CCC(Cn1nnc2ccccc2c1=O)NC(=O)Nc1cc(OC)cc(OC)c1 (centres undefined)	-18.0%[76.3 µM]	-21.0%	0.2%
COc1cc2c(-c3cccc(Cl)c3)nc3c(c(C)nn3-c3ccccc3)c2cc1OC	0.2%[76.3 µM]	-11.0%	-0.8%
CCc1ccccc1N(C)C(=O)c1sc2nc3n(c(=O)c2c1C)CCCCC3	27.5%[76.3 µM]	-7.9%	2.5%

One compound at a time, as listed above.
CCC(Cn1nnc2ccccc2c1=O)NC(=O)Nc1cc(OC)cc(OC)c1 (centres undefined) is listed as GAA glycogen mod = -18.0%[76.3 µM]; Tau fluor cs = -21.0%; Epigenetic derep = 0.2%
CCc1nnc(SCc2nc(-c3ccccc3F)oc2C)c2cc3sccc3n12 is listed as GAA glycogen mod = -7.2%[76.3 µM]; Tau fluor cs = 3.1%; Epigenetic derep = 0.6%

The list continues:
SMILES	GAA glycogen mod	Tau fluor cs	Epigenetic derep
COc1ccc(-c2nc(CN3CCC(C(=O)NCCN(CC(C)C)CC(C)C)CC3)c(C)o2)cc1OC	-6.8%[76.3 µM]	-5.1%	-1.1%
Fc1ccccc1Nc1ncnc2c1nc1n2CCCCC1	12.2%[76.3 µM]	-3.6%	-0.2%
CCC(=O)N1c2ccc(S(=O)(=O)NCCc3ccccc3)cc2CC1C (centres undefined)	6.7%[76.3 µM]	-15.7%	0.0%
COc1ccc(-c2noc(CSc3nnc(C)n3-c3ccc(OC)cc3)n2)cc1	11.8%[76.3 µM]	-5.0%	-1.0%
COc1ccc2oc(=O)c(C(=O)NCCc3c(C)[nH]c4ccc(Br)cc34)cc2c1	-3.1%[76.3 µM]	?	1.9%
Cc1ccc(-c2nc3c(c(SCC(=O)N(C)c4ccccc4)n2)Cc2c(CO)cnc(C)c2O3)cc1	-9.9%[76.3 µM]	2.9%	-1.6%
COc1ccc(C2CC(=O)N(Cc3ccccc3C)c3c2c(C)nn3-c2nc(C)cc(C)n2)c(OC)c1 (centres undefined)	13.4%[76.3 µM]	6.0%	-3.2%
Cc1cccc(N2CCN(C(=O)Cn3ncc4c([nH]c5ccccc54)c3=O)CC2C)c1 (centres undefined)	-6.5%[76.3 µM]	3.5%	-1.2%
Cc1ccc(CNCc2ccc3c(c2)n(C)c(=O)n3C)cc1	16.5%[76.3 µM]	-4.8%	-1.6%
CCc1nnc(SCc2nc(-c3cccc(Cl)c3)oc2C)c2cc3sc(C)cc3n12	15.2%[76.3 µM]	-0.1%	-3.1%
Cc1ccc2c(=O)cc(C(=O)Nc3nc4ccc(Cl)cc4s3)oc2c1C	13.6%[76.3 µM]	-7.5%	-1.9%
COc1ccc(CCNc2nc(-c3ccccc3OC)cc(C(F)(F)F)n2)cc1OC	-21.0%[76.3 µM]	?	14.1%
CCCC12CN3CC(C)(CN(C1)C3c1ccc(CC)cc1)C2=O (centres undefined)	-4.9%[76.3 µM]	-3.4%	-1.7%
Cc1ccc(NC(=O)CCCN2C(=O)COc3ccc(C)cc32)c(C)c1	-4.1%[76.3 µM]	-11.7%	8.0%
Fc1ccc(Nc2ncnc3c2nc2n3CCCCC2)c(F)c1	14.4%[76.3 µM]	-4.9%	-1.2%
Cc1ccccc1C(=O)Nc1ccc2nc(SCC(=O)N3CCc4ccccc43)sc2c1	14.9%[76.3 µM]	-12.0%	-3.2%
Cc1ccc(CN2C(=O)c3ccccc3CC2(C)C(=O)NC2CCCCC2)cc1 (centres undefined)	16.7%[76.3 µM]	-15.2%	0.8%
COc1cccc(-c2nnc3n(Cc4ccccc4Cl)c(=O)c4ccccc4n23)c1O	-1.5%[76.3 µM]	-26.8%	-3.2%
Cc1cccc(NC(=O)CSc2nc(-c3cccs3)cc(C(F)(F)F)c2C#N)c1C	-0.8%[76.3 µM]	1.0%	?
CCOc1ccc(C2c3c(oc4ccccc4c3=O)C(=O)N2c2nnc(C)s2)cc1OC (centres undefined)	-9.1%[76.3 µM]	-5.3%	0.8%
COC(=O)c1ccc(NC(=O)CN(c2cccc(C(F)(F)F)c2)S(C)(=O)=O)cc1	-12.1%[76.3 µM]	?	-1.1%
CCC(=O)N1CCc2cc(S(=O)(=O)CCC(=O)Nc3ccc(Cl)c(C(F)(F)F)c3)ccc21	-16.0%[76.3 µM]	-28.7%	1.7%
CN(CC(=O)Nc1cccc(C(F)(F)F)c1)S(=O)(=O)c1cccs1	8.8%[76.3 µM]	-18.5%	-0.9%
CCc1nc(C)cn1S(=O)(=O)c1ccc(Cl)c(Cl)c1OC	10.8%[76.3 µM]	-10.3%	-1.1%
O=C(CCS(=O)(=O)c1nc(-c2ccc3c(c2)OCO3)cc(C(F)(F)F)n1)Nc1ccccc1C(F)(F)F	-7.8%[76.3 µM]	-12.6%	?
COc1cc(CN2CCN(S(=O)(=O)c3ccccc3)CC2)cc(OC)c1O	?	?	0.0%
NC(=O)CSc1oc(-c2ccco2)nc1S(=O)(=O)c1ccc(Cl)cc1	1.3%[76.3 µM]	-24.3%	-3.7%

GAA glycogen mod: what is marked active above.
Molecule | GAA glycogen mod
Cc1ccc(-c2nnc(Nc3ccc(O)cc3)c3ccccc23)cc1S(=O)(=O)NCC1CCCO1 (centres undefined) | 15.8µM*

An excerpt; the hit share may differ from the screen's.
